From PubChem BioAssay
MazF activator: increases E. coli MazEF RNase cleavage of RNA. P0AE70. FAM/BHQ RNA-DNA oligo cleavage fluorescence, 5 h. activation, % at 20 µM. 350,000 tested, 0.32% active. AID 504720; in the data active means activation above about 50%
Target sequence (P0AE70 whole entry, looked up): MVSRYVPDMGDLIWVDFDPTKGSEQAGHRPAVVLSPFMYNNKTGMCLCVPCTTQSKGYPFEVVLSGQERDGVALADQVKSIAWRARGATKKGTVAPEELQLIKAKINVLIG
Y pestis TopoI: inhibitors of Yersinia pestis topoisomerase I; Y. pestis Topo-I cleavage product accumulation, plate reader; activity, % at 10 µM; 360,000 tested, 0.064% active; AID 504884; in the data active means activity above about 50%, passing the limit was not always enough; further: inactives centre near 2
Rv3671c protease: inhibitors of M. tuberculosis serine protease Rv3671c | 320,000 tested, 0.048% active | AID 2606 | P9WHR9 | inhibition, % at 5.96 µM; in the data active means inhibition above about 38%;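 further: extracellular domain of Rv3671c used as enzyme; 0% = enzyme with DMSO and 100% = no enzyme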
VHR inh abs: blocks human VHR1 dual specificity phosphatase; AID 1654; inhibition, % at 13.3 µM; 290,000 tested, 0.52% active; recombinant VHR phosphatase, pNPP absorbance; in the data active means inhibition above about 50%; further: some compounds called inactive have numbers as strong as hits
Target sequence (P51452 whole entry, looked up): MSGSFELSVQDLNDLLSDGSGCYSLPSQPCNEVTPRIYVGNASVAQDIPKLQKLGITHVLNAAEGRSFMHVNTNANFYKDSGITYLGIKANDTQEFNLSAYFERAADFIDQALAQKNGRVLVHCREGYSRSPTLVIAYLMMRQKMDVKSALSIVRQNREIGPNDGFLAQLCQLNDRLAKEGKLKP
SARS 3CLpro inh: SARS-CoV 3CLpro protease inhibition; P0C6X7; inhibition, % at 6 µM; recombinant SARS-CoV 3CLpro, quenched FRET peptide cleavage; 290,000 tested, 0.14% active; in the data active means inhibition above about 12%
Vc quorum ag: quorum light induction in luxS cqsA deficient V. cholerae; 350,000 tested, 0.16% active; V. cholerae BH1578 lux reporter, luminescence, 6 h; activation, % at 18.7 µM; AID 588436; in the data active means activation mostly above about 9.7%, no sharp cut-off; further: not every result past the cut was called active; inactives centre near 0; reference of the scale not given here
PriA SSB inh: inhibitors of Klebsiella pneumoniae PriA binding to SSB C-terminal tail; AlphaScreen SSBct-PriA binding, biotinylated peptide; inhibition, % at 33 µM; 430,000 tested, 0.6% active; AID 1272365; in the data active means inhibition mostly above about 37%, no sharp cut-off; inactive means mostly below about 20%;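 further: plate controls were negative control peptide for no effect and reference peptide for full effect; strong numbers were not always called active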
TcdB inh: inhibitors of Clostridioides difficile toxin B glycohydrolase; P18177; TcdB glycohydrolase enzymatic assay, plate reader; inhibition, % at 9.99 µM; 350,000 tested, 0.24% active; AID 652162; in the data active means inhibition above about 10%
PrPC surface inh: reduces human prion protein on the cell surface; 370,000 tested, 0.43% active; inhibition, % at 13.8 µM; P04156; cell surface PrPC, TR-FRET read-out; in the data active means inhibition above about 24%; further: 0% = median of the test wells and 100% = reference compound wells
CCHFV vOTU inh: blocks the CCHF virus ovarian tumor domain protease; CCHFV vOTU protease, Pep-AMC fluorescence; inhibition, % at 11.5 µM; 370,000 tested, 0.55% active; in the data active means inhibition above about 30%; further: 0% = vehicle wells with enzyme and 100% = no enzyme wells
Active calls of the source: *; i = inactive; x = not tested or not shown; & = joins results of further samples. Only part of the results is shown. The share of hits here may be higher or lower than overall.

Fields: MazF activator	Y pestis TopoI	Rv3671c protease	VHR inh abs	SARS 3CLpro inh	Vc quorum ag	PriA SSB inh	TcdB inh	PrPC surface inh	CCHFV vOTU inh
CCSc1nc(C)c(CC)c(C)c1C(N)=O
    6	5	7	1	0	0.5	-6	x	0	7
COc1ccc(NC(=S)c2ccccc2)cc1
    3	-7	-2	5	-3	i	-5	x	-1	-6
O=C(NCCc1ccc(Cl)cc1)C1CCCN1C(=O)Nc1ccccc1 (stereo unspecified)
    4	3	-5	6	-4	3.9	-8	-0.6	-1	-12
Cc1ccccc1C(=O)NCC(=O)OC1CCCCC1=O (stereo unspecified)
    -2	6	5	x	x	-14	-2	0.3	-5	15
Oc1c(Cl)cc(Cl)c2c1NCCC2
    0	-13	x	-11	-10	-0.7	-1	x	-3	0
CN(C)C(=O)CCc1ccc2c3c([nH]c2c1)[C@]1(CCC2CCCC2)[C@@H](C(=O)N2CCOCC2)C[C@H](CC(=O)NCc2ccco2)C(=O)N1CC3
    6	30	x	x	x	-0.5	-3	-10	2	12
C#CCN(CC=C)C(=O)c1ccc(OC2CCN(S(=O)(=O)N(C)C)CC2)cc1
    3	8	4	8	1	i	-12	1.2	-3	-16
O=C(CNS(=O)(=O)c1ccccc1F)Nc1ccc(N2CCOCC2)cc1
    0	-2	-1	14	1	-0.1	-10	x	8	5
CCCNS(=O)(=O)c1ccc(CCC(=O)Nc2ccc3c(c2)OCO3)cc1
    -8	-4	8	14	1	-6.7	-11	x	8	-8
Cc1ccc(-c2nn(-c3ccccc3)cc2C=C2C(=O)CC(C)(C)CC2=O)cc1
    -4	2	-1	16	1	0.8	-11	x	2	5
NC12CC3CC(C1)CC(CO)(C3)O2
    5	0	7	-8	4	-0.1	-12	x	6	3
Cc1nnc(NC(=O)C2CCCCC2)s1
    6	1	-3	4	4	i	2	x	2	-10
O=C(O)c1ccc(N/N=C/c2cc3ccccc3nc2Cl)cc1
    -16	2	9	25	-1	-0.1	i	-1.8	-1	-4
Cc1ccc(NC(=O)COC(=O)c2ccnn2C)cc1
    6	4	-1	-4	2	1.2	-5	x	2	2
O=C(NCCc1ccccc1)C1CCN(C(=O)N2CCOc3ccccc32)CC1
    11	8	2	13	-5	i	-14	2.6	0	-3
COc1ccc(N(CC(=O)NCc2ccccc2)C(=O)Cn2nnc(-c3ccccc3F)n2)cc1OC
    7	-9	-13	0	-1	-0.5	4	2.4	-6	-5
CC1C(=O)Nc2ccc(S(=O)(=O)N3CCN(c4cccc(C(F)(F)F)c4)CC3)cc2NC1=O (stereo unspecified)
    1	21	-2	35	5	-2.6	2	0.8	-1	15
Cc1cccc(C)c1OC(=O)Cc1ccccc1[N+](=O)[O-]
    6	8	-2	x	3	i	1	0.1	-14	4
Cc1ccc(Cn2cccc(NC(=O)NCc3ccccc3)c2=O)cc1
    6	8	2	49	-1	3.2	12	0.3	6	-2
CCCc1nn(C)c(C(=O)Nc2ccc(C)c(C)c2)c1Cl
    -2	7	-9	-15	0	-0.5	-43	0.9	8	-2
CC(C)Nc1ccc(-n2nc3ccccc3[n+]2[O-])cc1
    -2	-3	1	9	-3	0.6	11	-0.2	-43	22
CCC(=O)c1ccc(OCC(=O)N(Cc2nnc(-c3ccccc3Cl)o2)C2CC2)cc1
    -2	25	-1	x	x	5.3	-8	0.3	-1	15
Cc1cccc(C(=O)O/N=C(\N)c2ccccn2)c1
    1	8	-4	26	-10	-0.4	i	0.7	0	10
CC(C)(c1ccccc1)c1ccc(OCCN2CCCC2)cc1
    8	11	-6	26	-2	i	-2	1.7	-7	0
COc1ccc(C(=O)OCC(=O)c2ccc3[nH]c(=O)[nH]c3c2)c(OC)c1OC
    8	-6	3	x	x	i	0	-0.9	-5	5
CNC(=O)c1cc2c(ccc3ccccc32)o1
    4	7	-5	3	1	-0.2	0	1.3	5	-25
C[C@@H]1COC(=O)[C@H](CC(=O)OC(C)(C)C)C/C=C\C[C@H](CC(=O)N(CCO)Cc2ccccc2)C(=O)N1
    -9	12	2	x	x	i	-5	1.5	1	-2
CC1CCCN(c2ccc(C(=O)OCn3nnc4ccccc4c3=O)cc2[N+](=O)[O-])C1 (stereo unspecified)
    6	31	-6	1	-5	-0.4	18	1.7	-1	10
N#CCC(=O)N/N=C/c1ccc(N2N=C(c3ccccc3)CC2c2ccccc2)cc1 (stereo unspecified)
    5	-2	-11	0	-1	-2.2	x	1.0	-3	-7
Nc1nc(N)nc(-c2cccc(Br)c2)n1
    7	-6	x	x	x	x	-11	0.8	-9	19
Cc1cc(-c2nc3ccccc3s2)ccc1N
    9	-2	x	x	x	-5.6	-13	-0.4	-5	-378
Cc1cc(NC(=O)CSc2nc3cc4c(cc3c(=O)n2CCc2ccccc2)OCO4)no1
    1	0	-1	1	-3	-0.1	-15	x	-5	-3
CC1=C(C(=O)N(C)C)CC(CC(=O)NCCCCc2ccccc2)C(=O)N1CCC1=CCCCC1 (stereo unspecified)
    5	34	x	x	x	-1.0	x	-1.5	2	12
CN(Cc1ccc2nonc2c1)Cc1nc(CC2CC2)no1
    -2	-6	2	35	7	-0.3	-16	0.1	-10	-7
O=C(O)COc1ccccc1C=NNC(=O)c1ccc(NS(=O)(=O)c2cccs2)cc1
    8	-6	-10	x	x	i	-5	0.8	-6	4
O=[N+]([O-])c1ccccc1/C=C/CN1CCC(O)CC1
    1	9	x	-7	-1	3.5	7	-0.4	-2	14
C=CCNC(=O)c1onc(CSc2cccc(C)c2)c1C(=O)O
    2	0	-2	12	6	-9.1	-11	2.1	1	1
COc1cc(C(=O)NCC(=O)OCC(=O)c2cccc3ccccc23)cc(OC)c1OC
    -12	4	-7	-3	0	i	15	-1.0	4	0
CCN1CCc2c(sc(NC(=S)NC(=O)c3ccco3)c2C(N)=O)C1
    5	-2	5	13	-3	-0.9	0	0.8	2	4
CCOc1ccc(S(=O)(=O)N2CCCCC2)cc1NC(=O)CSCc1c(C)noc1C
    3	0	8	x	x	-0.8	-2	1.1	6	12
COc1ccccc1NC(=O)N(C)C[C@@H]1Oc2ncc(Br)cc2C(=O)N([C@H](C)CO)C[C@@H]1C
    0	6	x	x	x	-0.5	x	-1.3&0.7&-0.9	10	-6
CC[C@H]1CN2CCC1C[C@H]2[C@H](O)c1ccnc2ccc(OC)cc12 (stereo partly specified)
    13	-4	5	x	x	i	0	1.5	-5	0
Cc1onc(-c2ccccc2Cl)c1C(=O)Nc1ccccc1
    6	0	0	-5	1	i	-16	x	4	0
CC(=O)Nc1c(Cl)cc2c(c1Cl)C(=O)c1ccccc1-2
    9	-2	x	x	x	-0.8	-6	0.2	-7	-3
